# core dimer inh: inhibitors of HCV core protein dimerization, primary screen, biochemical, TR-FRET, high-throughput | TR-FRET GST/Flag-core106 dimerization, 1536-well | inhibition, % at 5 µM | hit rate 0.33% among 300,000;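 active means inhibition above the mean of all tested compounds plus 3 SD, set per screening campaign, cut at about 45% in these data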
#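 assay system = GST-tagged and Flag-tagged HCV core protein residues 1-106 | controls = unlabelled core106 and no-GST-core106 wells | incubation = compound-protein-antibody incubation 4 h at 22.5 °C | probe or stimulus = Eu donor and XL665 acceptor anti-tag antibodies | read-out = % inhibition based on acceptor/donor emission ratio | signal = TR-FRET 671 and 617 nm emission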
# PP1 inh: PP1-alpha phosphatase inhibitors, primary screen, counter-screen for PP5 inhibitor project, biochemical, fluorescence, OMFP substrate, single point; Serine/threonine-protein phosphatase PP1-alpha catalytic subunit (Homo sapiens), P62136; purified PP1alpha; inhibition, % at 6.7 µM; hit rate 0.9% among 320,000; AID 2235, 2010;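 active means inhibition above the mean inhibition of all tested compounds plus 3 SD, computed separately for each screening campaign, cut at about 15% in these data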
# GASC-1 inh: inhibitors of GASC-1 histone demethylase, primary screen, biochemical, fluorescence, DELFIA europium. Lysine-specific demethylase 4C (Homo sapiens), Q9H3R0. GST-JMJD2C(1-420) H3K9me3 demethylation. inhibition, % at 2.35 µM. hit rate 0.069% among 330,000;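 active means more than half of a compound's replicate wells show inhibition beyond 50%, single wells judged on their own value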;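 further: signal counts dimethyl H3K9 product captured on neutravidin plate; 0% = median of DMSO wells and 100% = 0.3 times that DMSO median; strong numbers were not always called active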
# proCasp7 act: procaspase-7 activators, primary screen, counter-screen for procaspase-3 activator project, biochemical, absorbance, HTS, human. Caspase-7 (Homo sapiens), P55210. recombinant procaspase-7, Ac-DEVD-pNA absorbance 405 nm; D23A/D198A/D206A triple mutant, cannot self-cleave; scale: DMSO 0, 5 µM enzyme 100. activation, % at 8.5 µM. hit rate 0.093% among 330,000. AID 463210, 2010;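 active means percent activation above the screen-wide mean plus 3 SD, cut at about 25% in these data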
#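 Material: Procaspase-7 triple mutant (PC-7 D3A) | Quantity: 2 µM procaspase-7 mutant as dispensed | Reagent: DEVD-pNA substrate | Times: 1 h preincubation, 2 h reaction | Technique: 405 nm absorbance of p-nitroaniline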
# procasp3 activ: activators of human procaspase-3 D3A mutant, primary screen, biochemical, absorbance, PC-3 D3A mutant, single concentration | Caspase-3 (Homo sapiens), P42574 | recombinant procaspase-3 D3A, Ac-DEVD-pNA absorbance 405 nm | activation, % at 8.5 µM | hit rate 0.11% among 330,000 | AID 463141, 2010;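 active means activation above the mean of all tested compounds plus 3 SD, cut at about 21% in these data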;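 further: 0% = DMSO alone and 100% = DMSO wells spiked with extra 5 µM PC-3 D3A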
#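 Assay system: Autoprocessing-dead procaspase-3 D3A mutant enzyme; also added: Ac-DEVD-pNA; doses: one concentration, 8.5 µM nominal, 0.8% DMSO; times: 1 h compound preincubation, 2 h substrate hydrolysis at 25 °C; technique: 405 nm absorbance of p-nitroaniline, reads at 0 and 120 min; measure: % activation between DMSO and enzyme-spiked controls; repeats: single replicate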
# VLA-4 inh: inhibition in human VLA-4 binding assay, primary screen, VLA-4 allosteric modulator project, MLPCN library, flow cytometry, VLA-4 expressing cells. hit rate 0.2% among 330,000. AID 2557, 2010. ligand binding flow cytometry. inhibition, % (about 7 µM as worked out from the volumes in the protocol); in the data active means inhibition above about 50%
# Target sequence (P13612 whole entry, looked up): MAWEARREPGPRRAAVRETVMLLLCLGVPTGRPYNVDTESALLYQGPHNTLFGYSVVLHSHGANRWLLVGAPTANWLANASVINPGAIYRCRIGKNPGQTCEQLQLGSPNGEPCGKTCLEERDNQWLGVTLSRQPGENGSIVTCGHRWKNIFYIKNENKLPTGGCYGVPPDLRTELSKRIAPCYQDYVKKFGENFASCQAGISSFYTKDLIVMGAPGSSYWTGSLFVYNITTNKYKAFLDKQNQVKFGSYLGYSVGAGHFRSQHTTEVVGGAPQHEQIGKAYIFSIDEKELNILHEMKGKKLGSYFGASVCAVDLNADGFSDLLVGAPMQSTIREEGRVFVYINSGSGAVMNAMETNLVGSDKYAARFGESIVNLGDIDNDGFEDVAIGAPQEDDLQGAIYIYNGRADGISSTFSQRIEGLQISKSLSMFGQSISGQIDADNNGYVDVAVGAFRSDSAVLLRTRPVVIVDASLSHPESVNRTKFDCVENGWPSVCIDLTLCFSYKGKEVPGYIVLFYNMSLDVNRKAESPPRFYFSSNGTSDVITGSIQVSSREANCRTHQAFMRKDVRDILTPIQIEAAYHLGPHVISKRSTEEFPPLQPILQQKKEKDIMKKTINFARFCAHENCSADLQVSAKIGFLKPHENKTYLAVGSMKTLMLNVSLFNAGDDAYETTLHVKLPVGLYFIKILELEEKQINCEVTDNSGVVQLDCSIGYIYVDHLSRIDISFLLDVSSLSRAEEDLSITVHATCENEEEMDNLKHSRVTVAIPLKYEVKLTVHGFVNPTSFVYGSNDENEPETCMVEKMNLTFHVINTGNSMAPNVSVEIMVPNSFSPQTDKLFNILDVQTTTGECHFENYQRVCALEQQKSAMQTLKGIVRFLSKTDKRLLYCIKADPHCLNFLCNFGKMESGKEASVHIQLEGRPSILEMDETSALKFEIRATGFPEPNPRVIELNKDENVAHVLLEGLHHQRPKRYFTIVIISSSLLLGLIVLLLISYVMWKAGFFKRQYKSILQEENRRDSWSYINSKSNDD
# PP5 inh: PP5 phosphatase inhibitors, primary screen, biochemical, fluorescence; Serine/threonine-protein phosphatase 5 (Homo sapiens), P53041; purified PP5c, OMFP substrate fluorescence; inhibition, % at 6.7 µM; hit rate 0.18% among 320,000; AID 1987, 2009;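 active means inhibition above the campaign's mean inhibition across all tested compounds plus 3 SD, cut at about 9.5% in these data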;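 further: 0% = DMSO only and 100% = 100 µM cantharidin control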
# CTSL1 counter: Fasciola hepatica cathepsin L1 inhibitors, primary screen, counter-screen for PFM18AAP inhibitor project, biochemical, QFRET, fluorogenic peptide substrate | AID 1906, 2009 | inhibition, % at 5.96 µM | hit rate 0.49% among 300,000 | recombinant F. hepatica cathepsin L1, Z-Leu-Arg-MCA fluorescence;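 active means inhibition above the mean of all tested compounds plus 3 SD, set per screening campaign, cut at about 17% in these data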;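 further: 0% = plate median of test compound wells and 100% = 1 µM Z-Phe-Ala-diazomethylketone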
# GRK2 aptamer HTS: compounds blocking aptamer binding on GRK2 – biochemical, human GRK2, bead flow cytometry, HTS, primary screen. Beta-adrenergic receptor kinase 1 (Homo sapiens), P25098. FAM-aptamer displacement from GRK2. inhibition of aptamer binding, % at 10 µM. hit rate 0.59% among 330,000;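 active means inhibition of aptamer binding above 40%, roughly 3 SD of noise, on plates passing a quality check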;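 further: median bead fluorescence of bound FAM aptamer so fluorescent compounds give negative values; no value below 0 was filed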
# Numbers without * were called inactive; x = no result given.
# Screens in order: GASC-1 inh	PP1 inh	PP5 inh	VLA-4 inh	procasp3 activ	proCasp7 act	core dimer inh	GRK2 aptamer HTS	CTSL1 counter
[1] O=C(NC1CCCc2ccccc21)C(Cc1ccccc1)NS(=O)(=O)c1cccs1 (stereo not given)
 : 5	-3	2.0	16	5	-3	11	0	0
[2] Nc1c(C(=O)N2CCOCC2)sc2nc(N3CCOCC3)c3c(c12)CCCC3
 : -6	0	1.0	17	-17	-16	3	14	-2
[3] CCOc1c(C)cnc2c1c(=O)n(Cc1ccccc1F)c(=O)n2C
 : 0	4	-2.1	-2	6	2	1	0	5
[4] COC(=O)[C@@H](NC(=O)/C=C/c1ccc(OC)cc1)C(C)C
 : -5	-5	-1.6	24	-8	-2	2	0	2
[5] COc1ccc(-n2ncc3c(NCc4ccc5c(c4)OCO5)ncnc32)cc1
 : -6	1	3.5	14	6	7	3	0	1
[6] CCC(C)(C)c1nnc(NC(=O)C2CCN(C(=O)c3ccco3)CC2)s1
 : -7	1	1.9	4	-15	-31	-9	2	-5
[7] Nc1nonc1-n1nnc(C(=O)N/N=C/c2ccc(Cl)cc2Cl)c1CN1CCCCC1
 : 3	-2	2.6	-8	-7	-3	-4	0	-4
[8] COc1cccc(CNCc2ccccn2)c1OC
 : 12	3	1.8	-12	0	-10	-17	0	-2
[9] COc1ccc(-c2nc(CCl)cs2)cc1OC
 : -8	-2	0.5	-5	-12	-3	0	3	9
[10] CCn1cc(C(=O)O)c(=O)c2cnc(N3CCN(C(=S)Nc4ccc(F)cc4)CC3)nc21
 : -2	-7	1.7	1	-3	-6	-1	0	-1
[11] CC(C)(C)NC(=O)C1CCC(C)(C(=O)O)C1(C)C (stereo not given)
 : -9	-1	1.8	10	-4	0	-1	0	-2
[12] Cc1cc(C)n2c(Nc3ccc4c(c3)OCCO4)c(-c3ccc(C)o3)nc2n1
 : 0	-3	-0.1	7	7	-3	-11	0	5
[13] COc1ccc(S(=O)(=O)NC2CC(C)(C)NC(C)(C)C2)cc1C(C)C
 : -5	-5	-0.1	4	1	0	-3	0	-3
[14] C=CCOc1ccc(CNC(C)(C)C)cc1OC
 : -6	-4	-0.2	-1	-2	7	-4	0	-3
[15] Cc1ccc(C)c(NC(=S)NCC(c2cccnc2)N2CCOCC2)c1 (stereo not given)
 : -4	-1	2.7	-6	-1	-4	3	1	0
[16] CSC1=NC(C)(C)C=C(/C=C/c2c(Cl)cccc2Cl)N1
 : -9	-2	-0.3	17	10	-5	4	0	1
[17] O=C(CNC(=O)c1ccccc1F)NCc1cccnc1
 : -4	-2	-0.1	3	5	1	-6	0	-1
[18] O=C(Nc1ccc2cn[nH]c2c1)c1ccccc1F
 : 5	7	2.2	8	-4	8	6	2	3
[19] O=C(COC(=O)C1CC2C=CC1C2)Nc1ccc([N+](=O)[O-])cc1 (stereo not given)
 : -1	x	x	9	6	6	x	6	x
[20] CSc1ncccc1C(=O)Nc1nc2ccc(Oc3ccccc3)cc2s1
 : 20	1	3.4	-8	6	7	5	1	-1
[21] CCN(CC)C(=O)CSc1nnc2cc(C)c3ccccc3n12
 : 13	-2	-1.8	9	-5	9	4	3	1
[22] c1ccc2c(SCc3cn4cccnc4n3)ncnc2c1
 : 16	-3	2.9	5	7	1	-1	1	-5
[23] O=c1c2ccccc2ncn1Cc1ccc2c(c1)OCO2
 : -7	-3	1.6	3	3	1	4	0	-4
[24] Cc1ccc(CNC(=O)CCS(=O)(=O)c2cc(Br)cc3c2N(C(=O)C2CC2)CC3)o1
 : -1	1	-0.7	8	-3	3	8	1	3
[25] Cc1ccc(NC(=O)CSc2ccccc2NC(=O)c2cccc(Cl)c2)cc1Cl
 : 7	-4	-3.9	-4	1	-1	3	3	1
[26] COC(=O)c1c(-c2cccs2)csc1NC(=O)CN1CCOCC1
 : 33	-1	2.0	7	3	5	2	0	2
[27] COc1ccc(Cc2noc(CN(C)CC3(N4CCOCC4)CCCCC3)n2)cc1OC
 : -17	-3	1.5	-3	10	8	2	1	0
[28] CCCCc1cc(=O)oc2cc(OCC(=O)N3CCc4ccccc43)ccc12
 : 5	-2	-3.7	4	8	-7	3	0	-13
[29] O=C(COC(=O)c1ccccc1Br)Nc1ccccc1F
 : 4	2	-0.2	36	2	1	1	4	-44
[30] c1ccc2c(c1)Cn1nnnc1-2
 : -6	-4	0.8	6	2	-2	-1	1	4
[31] Cc1cc(-c2nnc(CSc3nnc(NC(=O)c4ccc(C(C)(C)C)cc4)s3)o2)ccc1[N+](=O)[O-]
 : -3	-3	2.3	8	2	7	1	0	0
[32] CCc1ccc(S(=O)(=O)NC2CCCCNC2=O)cc1 (stereo not given)
 : -2	1	0.6	-17	1	-15	2	1	-1
[33] COc1cc(C(=O)OCC(=O)NCCN2C(=O)CSC2=O)ccc1OCc1c(C)noc1C
 : 0	0	-1.8	-3	8	-3	0	1	-1
[34] CCOCCCn1c(=S)[nH]c2cc(C(=O)NCCCN(CC)CC)ccc2c1=O
 : -8	-1	3.5	1	1	4	-1	0	5
[35] CC(C)c1ccc(CNC(=O)C(=O)Nc2nccs2)cc1
 : -6	-2	-0.2	4	1	3	-8	7	-2
[36] Cc1cc(=O)c2cc(Br)ccc2[nH]1
 : 8	-2	0.7	22	-6	13	-2	0	5
[37] Nn1c(SCc2ccccc2)nnc1-c1ccccn1
 : 6	8	-2.5	30	-6	4	3	0	-1
[38] CCn1c(N2CCN(S(=O)(=O)c3ccc(Cl)cc3)CC2)nc2ccccc21
 : -4	2	3.6	8	-7	5	4	0	2
[39] CCn1nc(C)cc1C(=O)N1CCCC(Nc2ccc(F)c(F)c2)C1 (stereo not given)
 : 2	-5	0.1	4	4	8	6	19	-2
[40] Cc1ccccc1CN1CCN(CC(=O)NCCCN2CCN(c3ccc(F)cc3)CC2)C1=O
 : -1	-2	-0.1	-6	9	6	-10	3	5

# Sorted by length of the SMILES (descending): some entries from above.
# Screens in order: GASC-1 inh	PP1 inh	PP5 inh	VLA-4 inh	procasp3 activ	proCasp7 act	core dimer inh	GRK2 aptamer HTS	CTSL1 counter
[31] Cc1cc(-c2nnc(CSc3nnc(NC(=O)c4ccc(C(C)(C)C)cc4)s3)o2)ccc1[N+](=O)[O-]
 : -3	-3	2.3	8	2	7	1	0	0
[24] Cc1ccc(CNC(=O)CCS(=O)(=O)c2cc(Br)cc3c2N(C(=O)C2CC2)CC3)o1
 : -1	1	-0.7	8	-3	3	8	1	3
[33] COc1cc(C(=O)OCC(=O)NCCN2C(=O)CSC2=O)ccc1OCc1c(C)noc1C
 : 0	0	-1.8	-3	8	-3	0	1	-1
[40] Cc1ccccc1CN1CCN(CC(=O)NCCCN2CCN(c3ccc(F)cc3)CC2)C1=O
 : -1	-2	-0.1	-6	9	6	-10	3	5
[38] CCn1c(N2CCN(S(=O)(=O)c3ccc(Cl)cc3)CC2)nc2ccccc21
 : -4	2	3.6	8	-7	5	4	0	2
[39] CCn1nc(C)cc1C(=O)N1CCCC(Nc2ccc(F)c(F)c2)C1 (stereo not given)
 : 2	-5	0.1	4	4	8	6	19	-2
[21] CCN(CC)C(=O)CSc1nnc2cc(C)c3ccccc3n12
 : 13	-2	-1.8	9	-5	9	4	3	1
[35] CC(C)c1ccc(CNC(=O)C(=O)Nc2nccs2)cc1
 : -6	-2	-0.2	4	1	3	-8	7	-2
[37] Nn1c(SCc2ccccc2)nnc1-c1ccccn1
 : 6	8	-2.5	30	-6	4	3	0	-1
[36] Cc1cc(=O)c2cc(Br)ccc2[nH]1
 : 8	-2	0.7	22	-6	13	-2	0	5
[30] c1ccc2c(c1)Cn1nnnc1-2
 : -6	-4	0.8	6	2	-2	-1	1	4

# Going on with the list.
# Screens in order: GASC-1 inh	PP1 inh	PP5 inh	VLA-4 inh	procasp3 activ	proCasp7 act	core dimer inh	GRK2 aptamer HTS	CTSL1 counter
[41] CC(=O)Nc1sc(N/N=C/c2ccccc2F)nc1-c1ccc(C)cc1
 : -10	-1	1.0	13	-5	-5	-7	6	-1
[42] O=C1C(Cc2ccccc2)Nc2ncnc(N3CCN(c4ccccc4)CC3)c2N1Cc1ccc(Cl)cc1 (stereo not given)
 : -5	14	3.5	-18	1	-2	13	0	3
[43] Cc1ccc(S(=O)(=O)CCC(=O)Nc2nnc(CC(C)C)s2)cc1
 : 1	-3	0.2	44	2	7	-2	1	-1
[44] COc1cccc(NC(=O)CSc2nc(C)cs2)c1
 : 0	3	-3.0	2	-1	3	-4	0	-7
[45] COC(=O)c1ccc2c(C)c(C3(O)CCCCC3)[nH]c2c1
 : 3	x	x	12	-1	0	x	0	x
[46] O=C(CSc1nc2ccccc2nc1N1CCOCC1)Nc1ccccc1F
 : 7	5	2.5	13	-2	3	-12	5	0
[47] CCN(CC)S(=O)(=O)c1ccc(S(=O)(=O)N2CCC(N3CCCCC3)CC2)cc1
 : -8	-5	0.6	6	0	13	4	0	-1
[48] CCOc1ccc(OCC(=O)NCc2n[nH]c(=O)c3ccccc23)cc1
 : -11	1	0.9	5	-3	14	-8	1	0
[49] O=C(CCN1C(=O)c2ccccc2C1=O)Nc1ccncc1
 : 10	1	-2.9	6	6	3	-2	1	3
[50] CCOc1ccc(S(=O)(=O)Nc2cccc(C(=O)NCCCn3ccnc3)c2)cc1
 : x	1	2.4	9	-8	-2	x	5	x
[51] Cc1nc2nc[nH]n2c(=O)c1CC(=O)O
 : 1	-2	-0.1	-1	-1	1	-3	5	0
[52] CCCCOc1ccc(C)cc1CN(CCO)CCO
 : -3	-1	2.9	3	-2	3	7	5	-4
[53] COc1ccc(OC)c(C2C(C(N)=O)=C(C)Nc3nc(-c4cccc(Cl)c4)nn32)c1 (stereo not given)
 : 6	-1	1.5	14	8	11	-7	2	-3
[54] CCN(C(=O)COC(=O)C1CCN(S(=O)(=O)c2ccc3c(c2)OCCO3)CC1)C1CCS(=O)(=O)C1 (stereo not given)
 : -1	-3	-2.1	5	-5	9	-1	6	1
[55] Cc1cc(C(=O)CN2CCCC(C)C2)c(C)n1-c1ccc(F)cc1 (stereo not given)
 : 0	-1	-0.2	42	-3	3	-2	28	-2
[56] CCCC1=C(C(=O)OCC)C(c2cccnc2)n2nc(C)nc2N1 (stereo not given)
 : 21	-6	1.5	25	6	0	-5	4	0

# Source: PubChem (several laboratories)
